# OPRM1-OPRD1 ag – agonists of human mu-delta opioid receptor heterodimerization; cells, OPRM1-OPRD1 heterodimerization, luminescence; activation, % at 9.3 µM; hit rate 0.3% among 340,000; in the data active = activation above about 18%;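 also: 0% = vehicle-treated cells and 100% = reference agonist; values of inactives mirror those of a sister screen read the other way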
# Target sequence (P35372 whole entry, looked up): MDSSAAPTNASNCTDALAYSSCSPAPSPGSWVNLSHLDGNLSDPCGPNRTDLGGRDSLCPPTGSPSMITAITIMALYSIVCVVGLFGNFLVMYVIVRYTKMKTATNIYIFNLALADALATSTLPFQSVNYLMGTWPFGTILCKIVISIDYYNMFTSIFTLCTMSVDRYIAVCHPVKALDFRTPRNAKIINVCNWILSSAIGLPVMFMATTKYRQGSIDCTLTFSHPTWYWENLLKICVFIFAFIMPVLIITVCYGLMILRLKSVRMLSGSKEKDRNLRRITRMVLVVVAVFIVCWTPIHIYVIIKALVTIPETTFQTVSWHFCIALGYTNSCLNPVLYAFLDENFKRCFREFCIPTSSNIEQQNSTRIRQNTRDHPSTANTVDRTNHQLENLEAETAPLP
# Target sequence (P41143 whole entry, looked up): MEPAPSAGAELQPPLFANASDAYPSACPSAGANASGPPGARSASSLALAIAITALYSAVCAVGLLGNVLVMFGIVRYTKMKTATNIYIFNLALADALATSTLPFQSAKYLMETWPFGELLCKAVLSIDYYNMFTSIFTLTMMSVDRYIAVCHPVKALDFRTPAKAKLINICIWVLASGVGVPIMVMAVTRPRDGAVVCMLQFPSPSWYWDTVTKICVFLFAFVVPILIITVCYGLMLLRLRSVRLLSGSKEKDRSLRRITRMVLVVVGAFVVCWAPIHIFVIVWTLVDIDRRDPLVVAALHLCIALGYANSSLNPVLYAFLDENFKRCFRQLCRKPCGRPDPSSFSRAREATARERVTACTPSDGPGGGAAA
# DSG3 Ab inh – inhibitors of pemphigus antibody binding to human desmoglein-3; binding (percent of control), % at 10 µM; DSG3-coupled beads, scFv-anti-DSG3-GFP binding, flow cytometry; hits give low values; hit rate 0.48% among 310,000; P32926;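 active = binding more than 3 SD below its plate's average and above zero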;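 also: hits lower antibody fragment binding to DSG3; some compounds called inactive have numbers as strong as hits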
# phage Ecoli inh – E. coli growth loss with phage present | growth absorbance | hit rate 0.26% among 360,000 | inhibition, % at 11.9 µM; in the data active = inhibition above about 11%
# Arrestin-AP2 inh – human beta-arrestin and AP2 interaction inhibition; FITC-arrestin peptide / GST-AP2 beads, flow cytometry; AP2 beta2 appendage carries R879A mutation; inhibition, % at 10 µM; hit rate 0.31% among 340,000; AID 504490;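 active = inhibition above a set limit, near 3 SD of compounds lacking own fluorescence, cut at about 54% in these data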;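 also: plate controls were DMSO wells for no effect and 5 µM unlabelled arrestin peptide for full effect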
#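 Material – AP2 appendage R879A on GSH beads · Buffer or medium – PBS with 0.05% Tween 20 and 0.1% BSA · Probe or stimulus – fluorescein-tagged arrestin peptide at 50 nM final · Incubation – compound with beads 12 min RT, then probe 1 h RT · Detection – high-throughput flow cytometry of beads, ex 488, em 535 nm · Evaluation – percent response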
# E coli growth – counter-screen for AddAB inhibitors: E. coli growth inhibition. inhibition, % at 11.9 µM. hit rate 0.27% among 330,000. E. coli V3065 growth, OD600 absorbance, 18 h;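 active = inhibition above the campaign's mean inhibition across all tested compounds plus 3 SD, cut at about 9.9% in these data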;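 also: uninfected addAB+ strain grown without phage in ampicillin broth; 0% = DMSO wells and 100% = ciprofloxacin 0.95 µg/ml wells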
# SUMO Mot1 rescue – inhibitors of SUMOylation pathway: yeast Mot1-301 growth rescue; growth rescue, % at 18.8 µM; S. cerevisiae Mot1-301 growth rescue, ATP luminescence, 38.5C; percent above DMSO median, 100 means doubled; hit rate 1% among 320,000;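 active = every valid replicate shows activation above 250% relative to neutral control wells; inactive = the rest, any valid replicate at or below 250%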;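 also: OY570 slx delta 5 strain wells were the positive control but not used for scaling; some compounds called inactive have numbers as strong as hits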
# Tat export inh – blocks Tat-dependent protein export in E. coli | inhibition, % at 10 µM | AID 488895 | hit rate 0.036% among 340,000 | E. coli MC4100 TorA-mCherry Tat export, fluorescence;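 active = mean replicate inhibition at least 50% and at least half of replicates individually reaching 50%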;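 also: exported cargo escapes ClpAP degradation while cytoplasmic cargo is degraded and loses fluorescence; 0% = median of neutral control wells and 100% = median of NaSCN control wells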
# AddAB inh – less growth of phage-infected E. coli with AddAB; E. coli expressing H. pylori AddAB, absorbance growth; AID 435030; hit rate 0.29% among 330,000; inhibition, % at 11.9 µM; in the data active = inhibition above about 12%;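 also: 0% = vehicle wells of infected cells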
# MOR-DOR inv ag – mu-delta opioid heterodimer inverse agonism; P35372+P41143; cell-based MOR-DOR heterodimer luminescence; inhibition, % at 9.3 µM; hit rate 0.21% among 340,000; AID 504357; in the data active = inhibition above about 22%, passing the limit was not always enough;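 also: 0% = cells with DMSO and 100% = wells without cells with DMSO; values of inactives mirror those of a sister screen read the other way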
# PKA-R1A act – activators of PKA-R1A complex; P00514+P68181; PKA-R1A dissociation, Cy5-IP20 fluorescence polarization; scaled: DMSO 0%, 113 µM cGMP 100%; activation, % at 11.4 µM; hit rate 0.083% among 340,000; AID 504707;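 active = percent activation above the mean of all tested compounds plus 3 SD, cut at about 19% in these data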;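 also: higher means more PKAc released from R1A so a rise in polarization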
# PfHsp90 yeast 2 – reduces growth (ATP signal) of yeast expressing P. falciparum Hsp90; AID 504621; hit rate 0.32% among 310,000; S. cerevisiae expressing PfHsp90, BacTiter-Glo ATP, 48 h; yeast lacking PDR1 and PDR3 efflux regulators; inhibition, % at 9.4 µM;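 active = every replicate shows inhibition above about 80%, whatever the replicate mean, limit read from the data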;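 also: 0% = DMSO neutral controls and 100% = 20 µM radicicol positive controls; yeast relying on Plasmodium falciparum Hsp90 in place of its own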
# Active calls of the source: *; x = not tested or not shown. Compounds were not picked by outcome; 2.8% or so of the library scored in one or more.
# Each structure is followed by: OPRM1-OPRD1 ag	DSG3 Ab inh	phage Ecoli inh	Arrestin-AP2 inh	E coli growth	SUMO Mot1 rescue	Tat export inh	AddAB inh	MOR-DOR inv ag	PKA-R1A act	PfHsp90 yeast 2
O=C(O)c1ccc(CSc2nnc(-c3cccnc3)n2-c2ccc(Br)cc2)cc1
    -1.3	101	1.2	6	0.6	-4	-5	1.8	6	-8	5
CCCCC(=O)NC(c1ccc(C(C)C)cc1)c1ccc2cccnc2c1O (stereo unspecified)
    0.0	103	17*	-22	20*	-9	-4	17*	0	-7	90*
CCOC(=O)CCc1c(C(=O)OCC)[nH]c(CC)c1C(=O)OCc1ccccc1
    2.4	108	2.8	-13	-0.2	-16	10	-3.0	-12	2	5
CCC(C)(C)n1nnnc1C(c1cc2cc(C)ccc2[nH]c1=O)N1CCCc2ccccc21 (stereo unspecified)
    1.4	106	0.6	-6	-0.2	-22	6	0.6	-8	1	23
COC(=O)c1ccc(C(=O)OC)c(=O)[nH]1
    -2.8	125	2.4	-1	-0.5	-7	0	0.4	13	3	-15
Cc1cc([N+](=O)[O-])nn1CCCC(=O)NC(C)c1ccccc1 (stereo unspecified)
    -2.6	89	3.3	21	-2.0	-20	-5	4.0	13	-1	6
Cc1oncc1-c1csc(-c2ccccc2)n1
    1.7	81	0.0	-8	-2.3	-4	16	1.1	-11	-1	-8
COc1cccc(Cn2nnc(C(=O)Nc3ccc(C)cc3)c2N)c1
    -0.4	102	-1.7	-2	0.5	9	-6	1.1	2	-3	14
COC(=O)c1oc2ccc(Br)cc2c1NC(=O)CCCN1C(=O)c2ccccc2C1=O
    -0.2	106	2.5	23	-0.4	20	-3	2.7	1	0	-49
Cc1cccc2cc(CN(CCN3CCOCC3)C(=O)Nc3ccccc3F)c(=O)[nH]c12
    -1.9	91	-0.2	-8	2.4	10	0	0.3	12	0	-7
CON/C=C(\C=Nc1ccc(C(F)(F)F)cc1)c1ncc(C(F)(F)F)cc1Cl
    -1.1	93	4.5	2	0.1	-9	-7	1.0	6	-14	-74
c1ccc(COc2nsnc2N2CCOCC2)cc1
    0.8	99	2.1	12	0.6	16	-2	1.8	-5	-8	-18
COc1cc(C2=NOC(C(=O)N3CCCCCC3)C2)cc(OC)c1OC (stereo unspecified)
    2.9	104	3.9	15	1.1	-19	-4	3.0	-16	-10	-5
Cc1ccc(N/C=C2/Sc3ccccc3NC2=O)cc1
    8.2	272	4.0	83*	-1.9	-12	9	0.5	-59	-5	-3
Cn1c(N)c(C(=O)COC(=O)CNC(=O)c2ccc(Cl)cc2Cl)c(=O)n(C)c1=O
    -1.5	121	2.7	10	-0.2	x	2	-0.8	8	-2	5
O=C(CSc1nnc(-c2ccc(Br)cc2)n1CCc1ccccc1)NC1CCS(=O)(=O)C1 (stereo unspecified)
    -2.9	85	4.5	-1	-0.8	-12	3	2.6	18	14	0
O=C(c1ccc(OC2CCN(C(=O)C3CC3)CC2)cc1)N(CCO)Cc1ccccc1
    -2.5	91	2.1	10	0.9	11	6	0.4	12	-3	18
COc1ccc2c(c1)-c1c(sn(-c3ccccc3)c1=S)C(C)(C)N2
    1.2	107	3.4	5	1.2	2	-1	2.9	-6	-7	-7
COc1ccc(CNc2ccc(C(=O)O)cc2)cc1
    -1.6	x	1.7	7	-1.0	-9	-5	0.8	8	-4	-26
CN(CC(=O)NCc1ccccc1Cl)S(=O)(=O)c1cccs1
    -2.1	107	1.5	-7	-0.3	2	-8	3.4	11	-4	13
CC(=O)C(Cc1ccccc1)NC(=O)CN1CCN(Cc2ccccc2)CC1 (stereo unspecified)
    -0.7	x	3.4	16	1.2	486	9	1.0	4	5	-4
COc1ccc(N2CC(NS(=O)(=O)c3cccnc3)CC2=O)cc1OC (stereo unspecified)
    0.1	94	2.1	13	0.2	157	3	-0.8	0	-4	5
CCC(C)Oc1nc(C)cc(C)c1S(=O)(=O)c1ccccc1C (stereo unspecified)
    7.2	92	1.7	-2	0.6	10	10	4.0	-30	-8	6
CN(C)C(=O)c1ccc(-c2n[nH]c(=O)c3ccccc23)cc1
    -1.6	100	4.1	16	-0.2	x	5	-1.6	8	-15	5
COCc1cc(C)nc2sc(C(=O)Nc3ccc(OC)cc3)c(N)c12
    -0.7	128	4.5	5	-2.3	-8	7	1.5	3	-2	9
CCOC(=O)C1=C(COC(=O)c2cccc(N(C)C)c2)NC(=O)NC1C (stereo unspecified)
    -3.5	97	4.1	24	1.8	-17	4	2.6	17	-7	1
CNC(=O)NC(=O)COC(=O)CCCSc1nc2ccccc2s1
    -1.5	110	4.3	1	-1.6	-14	-4	-0.1	8	3	-3
CCCc1nn2c(=O)cc(CSCC(=O)Nc3nnc(CC)s3)nc2s1
    -2.8	x	1.2	-5	0.8	5	-2	4.0	15	-2	-10
O=C(NCCN1CCN(C(=O)c2cccs2)CC1)c1cccs1
    -2.9	101	3.9	6	2.2	-20	5	2.8	15	-2	-4
COc1ccc(C2CC(c3cccs3)=NN2c2ccc(F)cc2)cc1OC (stereo unspecified)
    -1.2	98	2.7	-2	1.2	69	-1	0.4	7	-20	16
O=c1c2ccccc2ccc2ccc(P(=O)(O)O)cc12
    -2.5	104	1.7	1	0.4	12	-4	1.0	14	3	x
COc1ccc(/C=N/n2c(C)nc3c([nH]c4ccccc43)c2=O)cc1CN1CCCC(C)(C)C1
    -2.5	108	3.1	-7	-2.4	-12	-3	-1.2	13	8	6
Cc1nc2ccccn2c1C(=O)CSc1cccc(Cl)c1
    1.1	102	2.3	5	-2.4	6	-2	1.3	-6	-19	-15
COc1ccc(N2C(=O)CC(N3CCC(C(N)=O)CC3)C2=O)cc1 (stereo unspecified)
    -3.0	98	2.7	12	2.0	261	7	2.6	16	8	-4
Cc1ccc(C(C)C)c2oc(=O)cc(-c3ccc(-c4ccc(C(F)(F)F)cc4)cc3)c12
    -3.2	104	0.4	8	-1.4	x	-14	2.8	16	-6	3
CCOc1ccc2oc(C(=O)OCC(=O)N3CC(C)OC(C)C3)c(C)c2c1 (stereo unspecified)
    -1.6	103	2.4	30	2.6	-13	3	0.8	6	-5	-7
O=C1CC[C@@H]2C[C@@]3(C[C@@H]4CCN1[C@H]24)Nc1cc([N+](=O)[O-])ccc1NC3=NCc1ccccc1
    -3.5	100	-0.2	-8	x	x	8	x	20	-3	3
COc1ccc(S(=O)(=O)NN=C2CCCC2)cc1
    -3.1	98	2.7	-7	2.1	-4	-10	1.6	17	-5	-10
O=c1c2cc3c(cc2[nH]c(=S)n1Cc1ccco1)OCO3
    1.0	96	0.5	6	-0.5	-4	22	-1.2	-5	5	-14
CCn1c(COc2ccc(Cl)cc2)nnc1SCc1nc2ccccc2[nH]1
    0.5	102	3.7	-4	0.8	-15	-2	1.3	-2	2	1
O=C(CCCN1C(=O)/C(=C/c2cccc(Br)c2)SC1=S)NCCCN1CCOCC1
    -0.8	113	0.2	-11	-1.9	-17	3	-0.3	4	-2	11
CN1CCCN(Cc2nc(-c3ccc(Cl)cc3)no2)CC1
    -0.9	106	1.6	-11	-0.2	-11	-2	0.4	4	-8	-15
C=Cc1ccc(Cn2nc(-c3ccc(C)cc3)ccc2=O)cc1
    2.4	99	1.5	-6	1.4	300	9	2.5	-11	-14	11
COc1ccccc1-n1cnc2cc(NCc3ccco3)ccc21
    -1.6	101	0.8	3	2.7	-5	5	0.5	8	2	14
Cc1ccn2c(C(=O)N/N=C\c3ccccc3[N+](=O)[O-])c(C)nc2c1
    1.7	94	-1.9	1	1.4	-12	31	1.5	-10	1	-4
CC(C)C[C@@H](C(=O)NC1CCN(Cc2ccccc2)CC1)N1C(=O)N2CCc3c([nH]c4ccccc34)[C@@]2(C)C1=O
    6.7	113	1.8	12	-3.2	-15	8	0.5	-34	7	-35
O=C(O)c1ccc(C2Nc3ccccc3C(=O)N2Cc2ccccc2)cc1 (stereo unspecified)
    -1.9	103	0.2	5	0.2	-1	-12	1.7	10	5	22
O=C(Nc1ccc2nc3n(c(=O)c2c1)CCCCC3)c1ccccc1[N+](=O)[O-]
    -2.1	107	1.4	18	-1.6	238	2	4.0	11	-1	32
Cc1nc2sc(C)c(C)c2c(=O)[nH]1
    -2.0	x	0.3	25	0.8	13	-7	-0.8	12	0	x
CN(C(=O)COC(=O)c1ccc(Cl)nc1)C1CCS(=O)(=O)C1 (stereo unspecified)
    -1.9	105	-0.5	-8	-2.5	x	-3	-0.9	9	8	39
COc1ccc(/C(C)=N\NS(=O)(=O)c2ccccc2)cc1OC
    -2.3	x	3.4	23	2.6	2	-3	4.8	12	0	7
COc1nccnc1NS(=O)(=O)c1ccc(NC(=S)NC(=O)c2ccc(F)c(F)c2)cc1
    -2.4	101	5.4	-4	2.3	-5	4	5.0	14	-7	7
Cc1cc2c(cc1S(=O)(=O)N(C)c1ccccc1)n(C)c(=O)n2C
    -3.1	106	1.2	17	-0.3	-3	3	1.8	14	5	-6
O=C(CCCC(=O)N/N=C\c1ccccn1)N/N=C\c1ccccn1
    -1.2	102	4.4	41	-1.4	-17	-6	0.4	7	12	18
Cc1cc(C)n(CCNC(=O)C2CCC(=O)N(CC3CCCCC3)C2)n1 (stereo unspecified)
    -1.8	92	-1.6	-3	-0.1	-4	-3	0.8	10	-10	-2
COc1ccc(Cl)cc1C(=O)NC(=S)Nc1nc(C)cc(C)n1
    -0.8	x	1.6	-9	-0.7	-10	-2	1.6	4	-5	12
CCCS(=O)(=O)c1c(S(=O)(=O)CCC)c2cnccn2c1C(=O)c1ccc(F)cc1
    -0.3	101	-0.8	16	2.0	x	-14	1.0	2	0	6
O=C1c2ccccc2C(=O)c2c([N+](=O)[O-])ccc(O)c21
    3.0	94	2.0	-2	3.2	-30	3	0.9	-15	-10	-13
Cc1ccc(CN(C)C(=O)c2ccc(NS(=O)(=O)c3ccc4[nH]c(=O)[nH]c4c3)cc2)cc1
    0.7	-13	2.6	3	-0.3	x	-5	0.6	-5	-18	-1
Cc1cc(C(F)(F)F)cc(NNC(=O)NC(=O)c2ccccc2Cl)n1
    x	103	-1.1	10	-2.5	1	x	-1.9	x	x	x
